# Runt-CBFb FRET: inhibitors of RUNX1 Runt–CBFb binding, primary screen, biochemical, FRET, Cerulean-Runt, Venus-CBFb, uHTS | Cerulean-Runt/Venus-CBFb FRET ratio 530/480, 1 h | inhibition, % at 20 µM | 220,000 compounds, 0.46% hits | AID 1496, 2009;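 active means inhibition over about 50% at 20 µM in the single-dose screen, limit read from the data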;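 further: 0% = DMSO wells and 100% = excess unlabeled CBFb competitor control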
#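 Assay system: Cerulean-Runt domain / Medium: Tris 50 mM pH 7.5, KCl, K2SO4, 0.01% BSA / Timing: protein complex preformed 1 h, compound exposure 1 h, room temperature, dark / Measured by: FRET, excitation 422 nm, emission at 530 and 480 nm / Evaluation: loss of energy transfer signal / Control set: 5 µM unlabeled CBFb as full-inhibition high control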
# Runt-SMMHC FRET: inhibitors of RUNX1 Runt–CBFb-SMMHC binding, primary screen, biochemical, FRET, Cerulean-Runt, Venus-CBFb-SMMHC, uHTS. Runt-related transcription factor 1 (Homo sapiens) + Core-binding factor subunit beta …. AID 1434, 2008. 220,000 compounds, 0.74% hits. Cerulean-Runt/Venus-CBFb-SMMHC FRET ratio 530/480, 1 h. inhibition, % at 20 µM;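 active means mean inhibition across duplicate retests at 20 µM reaching about 50%, limit read from the data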;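 further: 0% = DMSO wells and 100% = wells with excess untagged CBFb-SMMHC; inhibitors lower the FRET ratio by blocking Runt binding to CBFb-SMMHC; some results filed as inactive read as strong as hits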
# MDM2 E3 inh: MDM2-luciferase reporter signal enhancers, primary screen, MDM2 E3 ligase inhibitor project, cell-based, luminescence, 1536-well; signal enhancement, % at 5 µM; 210,000 compounds, 0.11% hits; cell-based MDM2 ubiquitination luciferase reporter, 2 h; 0 = plate control, 100 = twice control, blank-subtracted; E3 ubiquitin-protein ligase Mdm2 (Homo sapiens), Q00987;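 active means signal enhancement of 30% or more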;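 further: luminescence tracks abundance of the self-degrading MDM2-luciferase fusion protein; higher signal means inhibition of MDM2 E3 ligase activity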
#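 Material: stable MDM2–luciferase fusion reporter cells / Quantity: 2000 cells/well / Dosing: single 5 µM compound dose, 0.2% final DMSO / Buffer or medium: DMEM / Schedule: 4 h cell settling then 2 h compound exposure, 37 °C / Detection: luminescence with SteadyLite reagent, 15 min at room temperature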
# NPY-Y2 PAM-ag: NPY-Y2 potentiators or agonists, primary screen, cell-based; Neuropeptide Y receptor type 2 (Homo sapiens), P49146; 220,000 compounds, 0.45% hits; cells expressing NPY-Y2, potentiator/agonist read-out; activation, % at 3.6 µM; in the data active means activation above about 27%;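 further: cells stimulated with NPY near EC25 plus isoproterenol at EC100; 0% = vehicle plus submaximal agonist and 100% = vehicle plus saturating agonist; some results beyond the cut were filed as inactive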
# Target sequence (P49146 whole entry, looked up): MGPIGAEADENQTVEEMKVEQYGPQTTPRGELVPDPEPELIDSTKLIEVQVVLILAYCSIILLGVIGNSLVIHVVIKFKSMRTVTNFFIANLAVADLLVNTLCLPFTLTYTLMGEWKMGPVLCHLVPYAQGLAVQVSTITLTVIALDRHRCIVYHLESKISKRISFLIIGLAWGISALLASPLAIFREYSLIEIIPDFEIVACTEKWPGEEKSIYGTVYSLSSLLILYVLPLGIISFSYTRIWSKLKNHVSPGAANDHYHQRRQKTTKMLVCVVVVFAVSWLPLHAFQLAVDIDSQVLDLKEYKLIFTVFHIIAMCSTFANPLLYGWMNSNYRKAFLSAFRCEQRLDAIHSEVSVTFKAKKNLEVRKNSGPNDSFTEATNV
# NPY Y1 blocker: NPY-Y1 receptor antagonists, primary screen, cell-based; Neuropeptide Y receptor type 1 (Homo sapiens), P25929; HEK293-CNG Y1 cells, membrane potential fluorescence; NPY at EC95, then isoproterenol; inhibition, % at 3.6 µM; 200,000 compounds, 1% hits;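 active means inhibition above the campaign mean inhibition of all tested compounds plus 3 SD, cut at about 20% in these data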;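 further: 0% = DMSO wells given NPY plus isoproterenol and 100% = isoproterenol alone without NPY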
# Target sequence (P25929 whole entry, looked up): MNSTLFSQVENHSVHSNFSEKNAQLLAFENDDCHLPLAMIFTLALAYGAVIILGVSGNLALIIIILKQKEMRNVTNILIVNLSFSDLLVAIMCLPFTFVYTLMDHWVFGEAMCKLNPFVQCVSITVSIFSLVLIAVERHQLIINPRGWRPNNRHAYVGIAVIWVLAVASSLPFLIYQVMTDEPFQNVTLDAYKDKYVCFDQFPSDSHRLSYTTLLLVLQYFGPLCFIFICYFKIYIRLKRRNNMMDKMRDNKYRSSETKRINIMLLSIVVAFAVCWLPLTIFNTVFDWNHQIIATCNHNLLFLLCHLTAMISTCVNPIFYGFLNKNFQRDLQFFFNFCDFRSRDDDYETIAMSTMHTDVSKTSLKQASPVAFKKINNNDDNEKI
#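 Material: HEK293 Y1/CNG channel cell line | Also added: NPY (25 nM), isoproterenol (1 µM), Ro 20-1724 (25 µM) | Compound: One concentration, 3.6 µM, in 0.4% DMSO | Schedule: 3 h dye uptake, 1 h room-temperature compound, 45 min post-isoproterenol | Signal: Membrane-potential fluorescent dye readout | Read-out: % inhibition of NPY effect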
# Hck-Nef inh: inhibitors of Nef-activated human Hck kinase, primary screen, biochemical, Z-Lyte FRET, 384-well, Hck-YEEI | Tyrosine-protein kinase HCK (Homo sapiens), P08631 | Recombinant Hck-YEEI plus Nef, Z-Lyte FRET kinase assay | inhibition, % at 20 µM | 220,000 compounds, 0.68% hits | AID 463187, 2010;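 active means Hck-Nef kinase inhibition above about 50%, limit read from the data; inactive means inhibition below that limit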;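 further: 0% = DMSO with Hck plus Nef and 100% = Hck alone without Nef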
# NPY-Y1 PAM-ag: NPY-Y1 receptor potentiators or agonists, primary screen, cell-based; activation, % at 3.6 µM; NPY-Y1 expressing cells, potentiator/agonist activation; 220,000 compounds, 0.37% hits; in the data active means activation above about 33%, passing the limit was not always enough;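 further: cells stimulated with NPY at EC10 then isoproterenol at EC100; 0% = low agonist plus stimulus and 100% = saturating agonist plus stimulus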
# p97 ATPase inh: inhibitors of human p97 ATPase, primary screen, biochemical. Transitional endoplasmic reticulum ATPase (Homo sapiens), P55072. recombinant p97 ATPase, Kinase-Glo ATP luminescence, 3 h. inhibition, % at 8 µM. 220,000 compounds, 0.42% hits; in the data active means inhibition above about 15%;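 further: 0% = DMSO vehicle and 100% = wells lacking enzyme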
# RBBP9 inh: human RBBP9 inhibitors, primary screen, biochemical, fluorescence polarization, FP-Rh probe, HTS; recombinant RBBP9; inhibition, % at 7.94 µM; 220,000 compounds, 0.2% hits; AID 1515, 2009;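 active means inhibition above the campaign mean of all tested compounds plus 3 SD, cut at about 14% in these data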;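 further: plate controls were DMSO wells with RBBP9 for no effect and wells lacking RBBP9 protein for full effect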
# Target sequence (O75884 whole entry, looked up): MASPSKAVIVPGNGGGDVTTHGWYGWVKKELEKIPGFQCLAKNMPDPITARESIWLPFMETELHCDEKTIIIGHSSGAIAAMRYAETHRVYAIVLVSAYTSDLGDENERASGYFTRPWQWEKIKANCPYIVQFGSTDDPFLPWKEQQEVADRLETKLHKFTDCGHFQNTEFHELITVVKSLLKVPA
#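 Material: RBBP9 protein. Amount: RBBP9 at 2.5 µM in dispensed solution, before mixing. Schedule: 30 min then 45 min, 25 °C. Medium: Tris buffer pH 8.0, NaCl, Pluronic. Measured by: fluorescence polarization. Measure: percent inhibition from mP, scaled between DMSO and no-protein wells. Replication: one well per compound.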
# An asterisk follows results filed as active; x = no result given.
p97 ATPase inh,NPY Y1 blocker,NPY-Y2 PAM-ag,Hck-Nef inh,RBBP9 inh,SMILES,Runt-SMMHC FRET,MDM2 E3 inh,NPY-Y1 PAM-ag,Runt-CBFb FRET
-1,49*,-7,0,-3,O=C(Nc1ccccc1N1CCN(c2ccc(F)cc2)CC1)c1ccccc1,1,-17,-6,3
0,1,14,-1,-11,O=C(c1cccc(S(=O)(=O)N2CCOCC2)c1)N1CCOCC1,1,-6,9,0
4,3,5,2,-6,COc1ccnc(Oc2ccc(F)cc2)c1C(=O)N/C=N/OCc1ccc(F)cc1Cl,0,-3,10,-2
6,7,2,2,-8,COc1cccc(NC(=O)CNS(=O)(=O)c2ccc3nc(C)sc3c2)c1,-23,-13,-9,0
1,4,1,1,-4,Cc1ccc(NC(=O)c2ccccc2-c2ccccc2C(=O)O)cc1,-2,3,5,-1
-1,-1,-1,14,-10,O=C(Cn1cc([N+](=O)[O-])cn1)NCc1ccc(-n2cccn2)cc1,-1,-3,4,1
1,0,-3,-4,4,CCOC(=O)C1=C(c2ccccc2)NC(SCC(=O)Nc2ccc(C)cc2)=C(C#N)C1c1ccco1 (configuration not stated),-3,-14,17,1
1,0,0,0,-3,COc1ccc(OC)c(NC(=O)CN2C(=O)C3(OCCCO3)c3ccccc32)c1,0,-8,-1,1
-4,1,-16,12,-4,O=Cc1ccc(N2CCCC2)c([N+](=O)[O-])c1,2,-11,-13,1
-4,6,0,8,-6,CC1=C(C)C(=O)C(CCCCC#CCCCC#CCO)=C(C)C1=O,-5,x,-37,4
-11,1,-17,2,-11,COc1cc(OC)c(-c2nn3c(C4CCCCC4)nnc3s2)cc1OC,-7,-15,-32,-4
-6,1,-13,-1,-18,CCN1CCC(=NNC(=O)CC23CC4CC(CC(C4)C2)C3)CC1,-6,-10,-48,-2
-6,1,5,-1,-2,Cc1cc(C)nc(NC(=O)NS(=O)(=O)Nc2ccc(Br)cn2)n1,-2,-9,-4,-1
0,-2,-1,12,-9,Nn1c(SCC(=O)N2CCCc3ccccc32)nncc1=O,2,-7,21,0
-6,1,-15,17,-16,O=C(/C=C/c1ccccc1)Nc1nc(-c2ccncc2)cs1,0,-17,6,-4

# Given with the structure last: two of the compounds above
p97 ATPase inh,NPY Y1 blocker,NPY-Y2 PAM-ag,Hck-Nef inh,RBBP9 inh,Runt-SMMHC FRET,MDM2 E3 inh,NPY-Y1 PAM-ag,Runt-CBFb FRET,SMILES
0,1,14,-1,-11,1,-6,9,0,O=C(c1cccc(S(=O)(=O)N2CCOCC2)c1)N1CCOCC1
4,3,5,2,-6,0,-3,10,-2,COc1ccnc(Oc2ccc(F)cc2)c1C(=O)N/C=N/OCc1ccc(F)cc1Cl

# The results go on.
p97 ATPase inh,NPY Y1 blocker,NPY-Y2 PAM-ag,Hck-Nef inh,RBBP9 inh,SMILES,Runt-SMMHC FRET,MDM2 E3 inh,NPY-Y1 PAM-ag,Runt-CBFb FRET
-2,x,-19,-4,-7,CC(C)NC(=O)NNC(=O)Cn1nnc(-c2cccc(Cl)c2Cl)n1,-2,-7,13,0
0,-5,3,1,-5,Cc1ccc(C2(C(F)(F)F)NC(=O)N3CCN=C3S2)cc1 (configuration not stated),-7,4,4,0
4,-6,9,23,-3,COc1ccccc1NS(=O)(=O)c1ccc(/C=C/C(=O)O)cc1,-1,-18,-6,-1
0,0,-1,2,-5,Cc1nn(C)c(C)c1/C=N/NC(=O)C(C)(C)Oc1ccc(Cl)cc1,-1,-25,7,2
3,13,-21,1,-2,Cc1cc(Br)cnc1NC(=S)Nc1ccc(F)cc1F,5,-26,-3,7
x,x,x,7,x,COc1ccc(CNC(=O)C2CC(c3cc(C(F)(F)F)cc(C(F)(F)F)c3)=NO2)cc1 (configuration not stated),-1,-3,x,-3
1,9,10,-3,0,CC(C)(C)C(=O)Nc1nnc(CSCc2ccccc2F)s1,3,-7,3,-1
0,-2,-5,2,-11,COc1ccc(/C(N)=N/OC(=O)Cc2cccs2)cc1OC,-7,-4,6,-2
-3,8,1,-2,-8,COc1ccc(Nc2ncc3c(n2)CC(c2ccccc2)CC3=O)cc1 (configuration not stated),2,-35,12,-4
-1,5,2,3,-13,COc1ccc(CNC(=O)CN(Cc2ccc(Cl)cc2)S(C)(=O)=O)cc1,2,-4,-13,-2
0,0,5,-2,-6,Cc1nn(-c2ccccc2)c(C)c1/C=N/NC(=O)c1cccs1,1,-17,-17,2
-2,1,-13,0,-5,CCc1c(C)sc(NC(=O)c2ccccc2[N+](=O)[O-])c1C(N)=O,-4,-26,2,2
7,8,10,1,4,COc1ccc(OC)c(N2C(=O)C(Cl)=C(N3CCCCC3)C2=O)c1,24,-8,-9,32
7,5,2,1,-2,O=C(Nc1cnn(Cc2ccccc2)c1)c1cc2nc(-c3ccco3)cc(C(F)(F)F)n2n1,6,-11,7,-4
-4,6,-10,-26,-5,NC(=O)Cn1nnc(-c2ccc(NC(=O)c3ccc(F)cc3)cc2)n1,4,-16,-18,2

p97 ATPase inh,NPY Y1 blocker,NPY-Y2 PAM-ag,Hck-Nef inh,RBBP9 inh,SMILES,Runt-SMMHC FRET,MDM2 E3 inh,NPY-Y1 PAM-ag,Runt-CBFb FRET
-1,-1,-17,-8,-7,COc1ccc(/C=C(/NC(=O)c2ccccc2)C(=O)N/N=C/c2ccncc2)c(OC)c1,3,8,-2,-4
4,1,2,3,2,O=C1NC(=Nc2ccccc2)c2ccc([N+](=O)[O-])cc21,0,14,-2,-2
0,9,-14,2,2,Cc1ccc2oc(-c3cccc(NC(=O)C4CCCO4)c3)nc2c1 (configuration not stated),2,-19,-36,-1
0,x,-10,25,0,COc1ccc(C(=O)COc2ccc(F)cc2)c(O)c1,-1,x,8,0
4,-1,-4,22,-10,Cc1ccc(CC(=O)Nc2cccc([N+](=O)[O-])c2)cc1,1,3,1,0
-1,2,10,3,-5,O=c1nc(-c2ccccc2)cc(-c2ccccc2)[nH]1,0,6,7,0
3,7,2,0,6,Nc1n[nH]c(S(=O)(=O)CCCc2ccccc2)n1,2,-16,14,-2
4,3,12,0,11,CCC(OC(=O)c1nsc(Cl)c1Cl)C(=O)NCc1ccco1 (configuration not stated),-3,-4,-10,2
4,2,2,8,-6,Cc1cccc(-n2cc(-c3ccc([N+](=O)[O-])cc3)[nH]c2=S)c1,-1,-10,13,8
2,2,6,-1,-5,CCOc1ccc(CCNC(=O)c2oc3c(c2C)-c2[nH]ncc2CC3)cc1OCC,2,-6,-17,0
6,1,11,4,7,O=C(COC(=O)CN1C(=O)C2CCCCC2C1=O)Nc1ccc(S(=O)(=O)N2CCOCC2)cc1 (configuration not stated),1,1,21,0
2,-6,-3,-2,-4,Cc1ccc(-n2nc(C)c3c2OC(N)=C(C#N)C3c2ccco2)cc1 (configuration not stated),-15,-11,1,-1
-3,2,2,19,-4,COc1cccc(NC(=O)CSc2nc3c([nH]c4ccccc43)c(=O)n2C)c1,0,-9,-4,-2
-1,-2,18,-7,-4,CC(=O)c1ccc(NC(=O)C(C)Sc2ccccn2)cc1 (configuration not stated),2,2,2,2
4,-4,1,23,-1,Nc1ccc(N=Nc2ccc(N)cc2)cc1,-14,-32,8,-4

p97 ATPase inh,NPY Y1 blocker,NPY-Y2 PAM-ag,Hck-Nef inh,RBBP9 inh,SMILES,Runt-SMMHC FRET,MDM2 E3 inh,NPY-Y1 PAM-ag,Runt-CBFb FRET
4,2,-17,3,-11,O=C(Nc1ccc2c(c1)oc1ccccc12)c1ccc(Br)o1,-5,-13,-8,-2
2,-2,8,20,-8,CCN(CC(=O)Nc1cccc(C#N)c1)CC(=O)Nc1cccc(OC)c1,4,-7,-12,0
-1,3,-8,21,-7,CCOC(=O)N1CCC(N2CCN(S(=O)(=O)c3ccc(OC)cc3)CC2)CC1,x,-8,8,x
2,5,12,5,-9,CC(=O)N1CCC(N(CCN2CCOCC2)C(=O)Nc2ccc(Cl)c(Cl)c2)CC1,x,x,1,x
0,1,-7,-4,-7,CC1(C)Cc2c(sc3c2c(=N)n(Cc2ccco2)c(=O)n3Cc2ccc(F)cc2)CO1,-5,-15,7,-3
0,13,-14,2,0,CN1CCCN(C(c2ccccc2)c2ccc(Cl)cc2)CC1 (configuration not stated),1,x,-31,-2
-2,2,-8,0,-10,CCCC(=O)NC(=S)Nc1ccc(N2CCOCC2)c(Cl)c1,6,-1,4,0
3,0,14,1,-6,Cc1nc2cc(F)ccc2n1C1CCN(S(=O)(=O)c2ccccc2)CC1,3,-7,21,0
0,0,-17,25,0,CCOC(=O)N1CCN(C(=O)CN(C)S(=O)(=O)c2ccc3c(c2)c(=O)n(C)c(=O)n3C)CC1,-1,-25,4,-2
3,x,-3,2,-10,O=C(Cc1cccc2ccccc12)NNC(=O)Nc1ccc(Cl)cc1,-3,-16,5,1
-4,1,-1,4,-11,COCCCn1c(=S)[nH]c2sc3c(c2c1=O)CCCS3,1,-29,-11,6
1,-7,1,2,0,O=C(Nc1ccc(N2CCOCC2)cc1N1CCOCC1)c1cccs1,-6,-14,0,2
6,-2,7,1,-2,COc1cc(O)c2c(c1)COC2=O,-1,-5,-12,-1
6,x,2,21,3,COC(=O)Cc1[nH]nc2c1C(c1cc(OC)c(OC)c(OC)c1)C(C#N)=C(N)O2 (configuration not stated),1,x,2,1
2,-3,19,1,-14,O=C(CCc1ccc(S(=O)(=O)N2CCCCC2)cc1)c1nnc(-c2ccccc2)o1,-2,-9,11,1
-3,5,-7,0,-2,Nc1ccc2c(C(F)(F)F)cc(=O)oc2c1,61*,5,-11,18
0,3,3,1,0,Cc1ccc(CN(c2ccc(C(=O)NCc3ccccn3)cc2)S(C)(=O)=O)cc1,1,1,3,-3
13,3,-9,25,-13,CC(C)c1nc2sc3c(SCC(=O)NCc4ccco4)ncnc3c2c2c1CCC2,19,2,1,18

# From PubChem
